Assay outcomes from PubChem.
SRC2 TRFRET art – TR-FRET signal artefacts, primary screen, artefact control for PPARgamma SRC-2 agonist project, biochemical | TR-FRET artefact counter-screen; stronger effect = higher value | TR-FRET ratio at 8 µM | 0.4% of 200,000 active | AID 1049, 2008; in the data active = TR-FRET ratio above about 2000; also: inactives centre near 1500
TLR4-MyD88 BLA – inhibitors of TLR4-MyD88 association in cells, primary screen, cell-based, HeLa CL3-4, BLA complementation, FRET ratio. Toll-like receptor 4 (Homo sapiens) + Myeloid differentiation primary response protein …. HeLa CL3-4 TLR4/MyD88 BLA complementation. inhibition, % at 8.4 µM. 0.18% of 200,000 active; in the data active = inhibition above about 25%;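 also: 0% = vehicle and 100% = reference inhibitor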
S1P3 antagonist – S1P3 receptor antagonists, primary screen, cell-based; CHO S1P3 NFAT-BLA reporter, FRET fluorescence, antagonist mode; inhibition, % at 4.98 µM; Sphingosine 1-phosphate receptor 3 (Homo sapiens), Q99500; 0.27% of 170,000 active;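 active = inhibition above the plate cutoff, the mean inhibition of test wells on that plate plus 3 SD, cut at about 28% in these data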;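 also: cells challenged with S1P at its EC80 of 0.8 µM; blue over green emission ratio from cleaved BLA substrate after 4 h stimulation; 0% = S1P-stimulated wells and 100% = unstimulated DMSO-only wells; some compounds past the cut are filed as inactive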
Target sequence (Q99500 whole entry, looked up): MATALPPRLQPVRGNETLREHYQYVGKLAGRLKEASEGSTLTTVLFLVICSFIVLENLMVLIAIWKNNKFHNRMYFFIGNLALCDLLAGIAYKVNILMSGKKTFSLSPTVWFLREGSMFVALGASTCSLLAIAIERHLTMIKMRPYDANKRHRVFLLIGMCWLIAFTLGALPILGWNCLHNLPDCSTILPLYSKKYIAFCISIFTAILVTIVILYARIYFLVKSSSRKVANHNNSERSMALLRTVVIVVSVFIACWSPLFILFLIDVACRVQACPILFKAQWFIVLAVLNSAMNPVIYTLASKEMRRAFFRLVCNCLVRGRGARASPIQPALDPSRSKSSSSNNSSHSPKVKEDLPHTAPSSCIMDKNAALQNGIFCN
STAT3 blocker – IL-6 driven STAT3 reporter inhibitors, primary screen, U3A cells, luciferase, luminescence, MLSCN library | 0.89% of 190,000 active | inhibition, % at 5.5 µM | IL-6 STAT3-luciferase reporter; host cell line lacks STAT1 | AID 862, 2007;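 active = inhibition above the mean inhibition across all screened compounds plus 3 SD, cut at about 44% in these data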;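 also: 0% = DMSO only wells and 100% = 100 µM nifuroxazide control wells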
ROMK primary – ROMK potassium channel modulators, primary screen, cell-based, thallium flux, MLSMR library | Tet-inducible ROMK, thallium flux fluorescence; actives lie on both sides | B-score at 10 µM | 2% of 130,000 active | AID 1918, 2009;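 active = signal ratio slope over the read window, or its plate-corrected B-score, at least 3 SD from the plate mean, either direction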;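 also: B-score of the F/F0 ratio slope over 7 to 12 s after thallium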
RAM inhibit – inhibitors of the yeast RAM network, primary screen, dse1pr::URA3 reporter, 5-FOA selection. 1.8% of 190,000 active. inhibition, % at 50 µM. S. cerevisiae dse1pr::URA3 reporter, 5-FOA growth OD615, 2 d; analog-sensitive cbk1-as2 kinase mutant strain;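 active = inhibition above a set limit, 3 SD over mean compound inhibition, cut at about 8.4% in these data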;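 also: 0% = DMSO-only wells with no growth and 100% = 10 µM 1-NA-PP1 full growth; inhibition rescues growth on 5-FOA so higher OD means more RAM inhibition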
STAT3 activator – IL-6 driven STAT3 reporter potentiators, primary screen, U3A cells, luciferase, luminescence, MLSCN library | activation (% of control), % at 5.6 µM | 0.91% of 190,000 active | IL-6 STAT3-luciferase reporter; 100% = signal with IL-6 EC80 alone;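 active = activation above the screen-wide mean of compound activation plus 3 SD, cut at about 130% in these data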;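 also: 0% = background luminescence of wells with medium and substrate only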
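system = STAT3-luciferase reporter U3A cells | reagent = IL-6 stimulus at 33 ng/mL final | timing = 1 h compound pre-exposure, 6 h IL-6 stimulation, 37 °C | measured by = luminescence | evaluation = % activation versus median of IL-6-stimulated wells | control set = IL-6-only wells as 100% reference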
PPARg SRC1 recr – PPARgamma agonists recruiting SRC-1 coactivator, primary screen, biochemical. Peroxisome proliferator-activated receptor gamma (Homo sapiens), P37231. PPARgamma-SRC-1 coactivator recruitment biochemical assay. activation, % at 8 µM. 0.41% of 200,000 active; in the data active = activation above about 19%;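 also: 0% = DMSO and 100% = reference agonist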
Target sequence (P37231 whole entry, looked up): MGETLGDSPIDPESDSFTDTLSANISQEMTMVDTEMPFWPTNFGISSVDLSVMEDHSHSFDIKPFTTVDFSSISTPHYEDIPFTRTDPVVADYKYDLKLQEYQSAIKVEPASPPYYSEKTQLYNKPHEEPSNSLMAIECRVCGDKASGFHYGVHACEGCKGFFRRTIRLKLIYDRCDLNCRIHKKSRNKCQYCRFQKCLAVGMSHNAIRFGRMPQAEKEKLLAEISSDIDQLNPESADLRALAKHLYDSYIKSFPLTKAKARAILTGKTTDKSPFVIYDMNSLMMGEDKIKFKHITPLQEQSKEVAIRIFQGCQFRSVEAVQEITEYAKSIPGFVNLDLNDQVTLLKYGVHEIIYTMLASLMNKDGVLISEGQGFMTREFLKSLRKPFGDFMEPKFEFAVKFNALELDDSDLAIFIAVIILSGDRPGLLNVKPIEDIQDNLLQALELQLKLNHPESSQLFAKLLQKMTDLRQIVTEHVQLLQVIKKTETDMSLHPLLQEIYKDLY
PPARg SRC-3 ag – PPARgamma agonists recruiting SRC-3 coactivator, primary screen, biochemical | Peroxisome proliferator-activated receptor gamma (Homo sapiens), P37231 | activation, % at 8 µM | 0.26% of 200,000 active | biochemical PPARgamma/SRC-3 coactivator recruitment assay; in the data active = activation above about 23%;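 also: 0% = DMSO and 100% = reference agonist; some compounds past the cut are filed as inactive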
STAT1 inh – STAT1 signaling inhibitors, primary screen, cell-based, HTS, luciferase reporter. 0.35% of 200,000 active. AID 920, 2007. inhibition, % at 5.5 µM. NIH 3T3 STAT1-luciferase reporter, IFN-gamma, luminescence;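 active = inhibition above a set limit, the mean inhibition across all tested compounds plus 3 SD, cut at about 34% in these data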;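 also: 0% = IFN-gamma with DMSO and 100% = IFN-gamma with 300 µM nifuroxazide; values of inactives mirror those of a sister screen read the other way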
PPARg SRC-2 ag – agonists of PPARg-SRC-2 recruitment, primary screen, biochemical, HTS; Peroxisome proliferator-activated receptor gamma (Homo sapiens), P37231; PPARgamma LBD-SRC-2 recruitment; activation, % at 8 µM; 0.34% of 200,000 active; in the data active = activation above about 22%;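 also: 0% = vehicle and 100% = reference agonist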
An asterisk follows results filed as active; nt = not tested or not shown.

1: COc1ccc2[nH]c(=O)c(CN(C)C(=O)C3CCCCC3)cc2c1
2: O=C(c1cccn(Cc2ccc(C(F)(F)F)cc2)c1=O)N1CCOCC1
3: CN(Cc1ccccc1)S(=O)(=O)c1ccc(S(=O)(=O)N2CCN(CCC#N)CC2)cc1
4: CC(=O)c1cc(CN2CCN(CC=C(C)C)C(CCO)C2)cs1 (stereo not drawn)
5: O=C(c1ccc(F)cc1)N1CCN(c2cc(=O)[nH]nc2-c2ccccc2)CC1
6: O=C(Oc1nsnc1N1CCOCC1)N1CCOCC1
7: COC(=O)c1c(NC(=O)c2nc3ccccc3s2)sc2c1CCN(C(C)=O)C2
8: NC(=O)c1ccccc1N/C=C/C(=O)c1ccco1
assay / entry	1	2	3	4	5	6	7	8
TLR4-MyD88 BLA	5	-10	0	13	7	8	0	-11
PPARg SRC-3 ag	6	2	5	3	-8	-10	-5	7
SRC2 TRFRET art	1564	1517	1610	1597	1472	1466	1375	1563
ROMK primary	0.8	-1.1	nt	1.6	nt	0.0064	nt	nt
STAT3 activator	99	107	102	97	99	100	115	101
PPARg SRC-2 ag	0	-1	-1	14	0	-16	-2	-5
PPARg SRC1 recr	3	7	0	5	-8	-7	0	6
STAT3 blocker	8	4	3	8	4	4	-8	2
RAM inhibit	2.6	2.1	nt	0.8	0.4	1.5	1.3	-2.1
S1P3 antagonist	-9	-2	10	8	nt	7	2	-3
STAT1 inh	0	-1	1	-19	-3	-1	-11	-36

Molecules listed so far that contain a thiophene ring, fused or not:
4: CC(=O)c1cc(CN2CCN(CC=C(C)C)C(CCO)C2)cs1 (stereo not drawn)
7: COC(=O)c1c(NC(=O)c2nc3ccccc3s2)sc2c1CCN(C(C)=O)C2
assay / entry	4	7
TLR4-MyD88 BLA	13	0
PPARg SRC-3 ag	3	-5
SRC2 TRFRET art	1597	1375
ROMK primary	1.6	nt
STAT3 activator	97	115
PPARg SRC-2 ag	14	-2
PPARg SRC1 recr	5	0
STAT3 blocker	8	-8
RAM inhibit	0.8	1.3
S1P3 antagonist	8	2
STAT1 inh	-19	-11

Following part:
9: NC(=O)C[C@@H]1NC(=O)CNC(=O)c2cc([N+](=O)[O-])cc(I)c2NCCC(C(N)=O)NC1=O (stereo partly drawn)
10: CCN(CC)CCN1C2=C(C(=O)CC(C)(C)C2)C(c2cccc(F)c2)C2=C1CC(C)(C)CC2=O
11: COc1ccc(N(C)S(=O)(=O)c2ccc(C)cc2)c([N+](=O)[O-])c1
12: Cc1nnc(SCc2cc(=O)oc3cc(O)ccc23)n1Cc1ccccc1
13: Cc1ccc(N(O)C(=O)OCCNC(=O)Nc2ccccc2)cc1
14: CCCCCCc1nnc(NC(=O)OCC)s1
15: O=C(c1ccco1)N1CCN(c2ccc(Cl)cc2)CC1
16: COc1cc(C(C(=O)NC(C)(C)C)N(C(=O)CNC(=O)c2cccs2)c2ccccc2)cc(OC)c1OC (stereo not drawn)
assay / entry	9	10	11	12	13	14	15	16
TLR4-MyD88 BLA	0	-5	-4	-20	-1	-8	-4	-1
PPARg SRC-3 ag	-5	2	2	-4	7	-4	4	2
SRC2 TRFRET art	1492	1324	1514	1520	1440	1669	1602	1498
ROMK primary	0.47	-0.9	-0.84	nt	-2.5	nt	nt	nt
STAT3 activator	94	99	99	101	98	96	97	94
PPARg SRC-2 ag	-1	1	-3	2	8	1	7	5
PPARg SRC1 recr	-1	0	0	-4	2	1	0	2
STAT3 blocker	4	5	6	1	5	14	9	10
RAM inhibit	-0.9	1.5	2.0	1.6	0.5	0.1	4.4	3.6
S1P3 antagonist	-11	5	-7	1	-4	-31	7	nt
STAT1 inh	-7	1	-2	5	5	4	-37	5

17: S=C(NCCc1ccccc1)NN=C1CCCCCC1
18: Cc1ccc(S(=O)(=O)N(C)C)cc1NC(=O)COC(=O)COc1ccccc1[N+](=O)[O-]
19: Cc1ccc(NC(=O)c2cccc(NC(=O)/C=C/c3ccco3)c2)cc1C
20: COc1ccc(NCCNc2ccc(OC)cc2)cc1
21: CCn1c(SCC(=O)Nc2nc(C)cs2)nnc1-c1ccco1
22: CC(=O)Nc1ccccc1C(=O)C(=O)Nc1ccc(F)cc1
23: S=C(NCc1ccccc1Cl)Nc1ccccc1Cl
24: O=C(c1ccccc1)c1ccncc1
assay / entry	17	18	19	20	21	22	23	24
TLR4-MyD88 BLA	-9	-6	7	-9	-2	-14	-11	-4
PPARg SRC-3 ag	-1	1	0	4	-4	13	4	6
SRC2 TRFRET art	1535	1797	1535	1802	1504	1493	1423	1260
ROMK primary	-0.079	0.38	nt	nt	0.39	nt	-2.1	nt
STAT3 activator	117	106	99	93	96	88	98	101
PPARg SRC-2 ag	-2	5	-3	2	-6	7	0	-7
PPARg SRC1 recr	-2	2	-5	20*	0	0	-2	-7
STAT3 blocker	-15	-4	1	10	6	18	9	3
RAM inhibit	2.1	-0.4	1.9	1.7	0.7	0.8	-0.5	1.1
S1P3 antagonist	7	-26	-23	nt	-5	nt	10	-7
STAT1 inh	-24	-2	-24	-8	-5	-8	7	-9

25: COc1ccc(NS(=O)(=O)c2cc(NC(=O)c3cccc(OCc4c(C)noc4C)c3)ccc2OC)cc1
26: Cc1c(Cl)cccc1NC(=O)CCN1CCCC(C)C1 (stereo not drawn)
27: COc1ccc(NC(=O)c2ccc(NC(=O)COC(=O)CC(NC(=O)c3ccccc3Cl)c3ccccc3)cc2)cc1 (stereo not drawn)
28: O=c1[nH]c2ccc(S(=O)(=O)N3CCN(c4ccccc4F)CC3)cc2s1
29: c1ccc(-c2noc(C34CC5CC(CC(C5)C3)C4)n2)cc1
30: O=C(Cc1ccccc1Cl)NNC(=O)Nc1ccccc1
31: CC1CC1C(=O)OCC(=O)Nc1ccc(N=Nc2ccccc2)cc1 (stereo not drawn)
32: CC(=O)Nn1cnc2c(c1=O)C1(CCCCC1)Cc1ccccc1-2
assay / entry	25	26	27	28	29	30	31	32
TLR4-MyD88 BLA	12	-4	-5	3	0	0	5	-12
PPARg SRC-3 ag	2	1	1	-2	-10	-1	0	15
SRC2 TRFRET art	1492	1632	1572	1441	1424	1540	1710	1472
ROMK primary	-0.15	nt	-1.2	nt	0.39	0.15	nt	nt
STAT3 activator	91	103	104	94	100	88	101	99
PPARg SRC-2 ag	-5	5	7	5	2	2	4	-3
PPARg SRC1 recr	-9	4	0	1	-5	11	5	-2
STAT3 blocker	8	4	4	13	4	18	0	3
RAM inhibit	5.8	0.8	2.9	5.5	2.1	2.7	4.7	0.1
S1P3 antagonist	4	nt	-14	nt	nt	2	12	nt
STAT1 inh	1	-4	-10	6	-5	0	-53	-4

33: Cc1ccc(-n2nnnc2SCC(=O)Nc2sc(C)c(C)c2C#N)cc1C
34: COc1ccc(NC(=O)CN2CCC(Cc3ccccc3)CC2)cc1S(=O)(=O)N1CCOCC1
35: CCOc1ccc(N2Cc3ncccc3C2=O)cc1
36: COc1ccc(OC)c(NC(=O)Cn2cc(C=O)c3ccccc32)c1
37: COc1cc2cc(C(c3nnnn3C(C)(C)C)N3CCc4ccccc4C3)c(=O)[nH]c2cc1OC (stereo not drawn)
38: Cc1ccc(N2C(=O)C3C(C2=O)N2C(c4cccs4)C4C(=O)N(c5ccc(C)cc5)C(=O)C4N2C3c2cccs2)cc1 (stereo not drawn)
39: O=C(CSc1ccc2nnc(-c3ccccn3)n2n1)N1CCN(c2ccccc2)CC1
40: Cc1ccc(S(=O)(=O)Oc2ccc(/C=C(/NC(=O)c3ccccc3)C(=O)NCCCC(=O)O)cc2)cc1
assay / entry	33	34	35	36	37	38	39	40
TLR4-MyD88 BLA	-9	2	-5	0	-6	-2	-6	-12
PPARg SRC-3 ag	-2	-1	-5	3	-1	3	13	2
SRC2 TRFRET art	1328	1735	1580	1698	1663	1599	1621	1451
ROMK primary	nt	0.023	-0.012	0.056	-3.6*	nt	nt	0.44
STAT3 activator	95	102	76	107	96	82	103	98
PPARg SRC-2 ag	-1	2	8	2	1	9	11	-3
PPARg SRC1 recr	-5	6	5	5	8	6	-3	-8
STAT3 blocker	13	-2	30	-7	6	25	6	6
RAM inhibit	2.9	0.0	0.3	3.6	-0.9	8.6*	0.7	2.5
S1P3 antagonist	nt	-5	8	12	6	-6	-9	-16
STAT1 inh	14	18	-42	-6	23	7	10	5

41: CCOC(=O)c1cc(-c2ccccc2)sc1NC(=O)CC
42: Cn1cccc1C(=O)NC(=O)COC(=O)Cc1coc2ccc3ccccc3c12
43: CCOc1cccc(N2C(=O)CC(NCc3ccc(S(N)(=O)=O)cc3)C2=O)c1 (stereo not drawn)
44: Cc1ccc(-n2c(SCC(=O)Nc3cccc(S(=O)(=O)NC4=NCCCCC4)c3)nc3ccccc3c2=O)cc1C
assay / entry	41	42	43	44
TLR4-MyD88 BLA	-3	2	10	0
PPARg SRC-3 ag	1	0	11	4
SRC2 TRFRET art	1586	1532	1457	1719
ROMK primary	-0.26	0.49	0.92	nt
STAT3 activator	94	111	96	96
PPARg SRC-2 ag	11	1	4	6
PPARg SRC1 recr	1	1	6	2
STAT3 blocker	9	-9	8	1
RAM inhibit	0.7	2.8	-1.7	12*
S1P3 antagonist	14	-14	14	-14
STAT1 inh	2	-5	3	-3
